# LEDGF integ inh: blocks HIV-1 LEDGF/p75-dependent DNA integration. TR-FRET IN-LEDGF/p75 DNA integration, Eu/Cy5. inhibition, % at 3.7 µM. actives 0.64% (n = 370,000). AID 743269;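 active = inhibition above the screen-wide mean plus 3 SD, cut at about 13% in these data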;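 also: signal is the Cy5 over europium emission ratio at 671 and 618 nm; 0% = plate median of compound wells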
# HTRA1 inhibitor: HTRA1 (human) protease inhibition. recombinant HTRA1, FP-rhodamine activity-based probe, fluorescence polarization. inhibition, % at 5.96 µM. actives 0.5% (n = 340,000). AID 504803; in the data active = inhibition above about 36%;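 also: 0% = enzyme with DMSO and 100% = wells lacking enzyme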
# PG9 binder: binds the HIV-1 gp120 antibody PG9; inhibition, % at 6.7 µM; actives 0.43% (n = 360,000); TR-FRET gp120-PG9 antibody binding; in the data active = inhibition above about 8.5%
# TDP2 inh: TDP2 (human) inhibition, absorbance primary screen. O95551. recombinant TDP2, T5PNP hydrolysis, p-nitrophenol absorbance 415 nm. actives 0.34% (n = 370,000). inhibition, % at 12.8 µM;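 active = inhibition above the mean of all tested compounds plus 3 SD, set per campaign, cut at about 25% in these data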;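 also: 0% = DMSO with enzyme and 100% = buffer with substrate but no TDP2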
# Target sequence (O95551 whole entry, looked up): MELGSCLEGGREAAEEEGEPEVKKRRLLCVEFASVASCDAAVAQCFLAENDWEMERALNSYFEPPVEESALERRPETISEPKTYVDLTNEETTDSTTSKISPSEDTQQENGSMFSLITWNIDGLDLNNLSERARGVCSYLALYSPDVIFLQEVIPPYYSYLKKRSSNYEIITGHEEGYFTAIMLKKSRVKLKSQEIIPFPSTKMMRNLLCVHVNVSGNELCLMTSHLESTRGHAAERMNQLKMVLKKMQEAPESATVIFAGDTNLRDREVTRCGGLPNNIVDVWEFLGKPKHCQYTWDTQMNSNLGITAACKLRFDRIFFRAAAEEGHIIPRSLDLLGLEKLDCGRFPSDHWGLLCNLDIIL
#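 System – recombinant human TDP2 · Amount – 120 nM TDP2 per well · Buffer or medium – Mg2+-containing Tris-HCl buffer, pH 7.5 · Reagent – T5PNP substrate, 5 mM · Dosing – 12.8 µM single point, 1% DMSO · Incubation – 2 h at 37 °C · Measured by – epi absorbance · Read-out basis – percent inhibition · Benchmarks – high control without enzyme, low control DMSO plus TDP2 · Repeats – singlicate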
# UHRF1 binding: human UHRF1 methylated DNA binding inhibitors; Q96T88; UHRF1 binding to methylated oligo, TR-FRET; inhibition, % at 4.4 µM; actives 0.75% (n = 370,000); AID 687016; in the data active = inhibition above about 21%;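 also: UHRF1 SRA domain binding a hemimethylated CpG hairpin DNA probe; 0% = median of test compound wells and 100% = reference inhibitor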
# DDE Tn7 FP inh: DD(E)-Tn7 binding inhibition, primary FP screen. actives 0.13% (n = 370,000). inhibition, % at 8.3 µM. P02675. FP displacement of FITC-Tn7 peptide from fibrin DD(E); 0% = median of compound wells per plate. AID 720508;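 active = inhibition above the mean of compounds falling within the control limits plus 3 SD of them, cut at about 14% in these data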;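 also: 0% = plate median of compound wells and 100% = 10 µM Aha-Tn7 peptide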
#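 Assay system: human fibrin DD(E) protein / Input: 2 µM fibrin DD(E) / Benchmarks: high control of 10 µM Aha-Tn7 peptide / Measured by: fluorescence polarization of the labelled Tn7 tracer / Medium: Tris buffer with calcium and detergent, pH 7.8 / Timing: 10 min compound pre-incubation, 3 h probe incubation at room temperature / Repeats: one replicate per compound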
# TCR CD3 inh: blocks the human TCR-CD3 interaction. TAMRA-labeled TCR probe fluorescence, biochemical. AID 651800. inhibition, % at 9.4 µM. actives 0.37% (n = 360,000); in the data active = inhibition above about 19%;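 also: recombinant mutant TCR 2C K166C tagged with TAMRA read by polarization; 0% = receptor in buffer alone and 100% = receptor with positive control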
# ABHD4 inh: inhibitors of mouse ABHD4; purified mABHD4, FP-Rh probe fluorescence polarization; inhibition, % at 8.92 µM; actives 0.54% (n = 370,000); AID 720543;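 active = inhibition exceeding the mean over every tested compound plus 3 SD, cut at about 30% in these data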;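 also: 0% = plate median of compound wells and 100% = S159A mutant with DMSO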
# Target sequence (Q8VD66 whole entry, looked up): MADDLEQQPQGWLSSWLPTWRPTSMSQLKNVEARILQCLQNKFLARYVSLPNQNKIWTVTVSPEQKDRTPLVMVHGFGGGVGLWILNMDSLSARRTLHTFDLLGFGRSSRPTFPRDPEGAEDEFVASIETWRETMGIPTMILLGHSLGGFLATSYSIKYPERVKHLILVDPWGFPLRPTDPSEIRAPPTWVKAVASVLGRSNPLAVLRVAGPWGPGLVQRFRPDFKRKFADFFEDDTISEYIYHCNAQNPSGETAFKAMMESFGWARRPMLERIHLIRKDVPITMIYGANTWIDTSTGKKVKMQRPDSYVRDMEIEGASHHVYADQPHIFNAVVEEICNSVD
#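 System: mouse ABHD4 enzyme, wild type / Medium: HEPES pH 7.0, NaCl, Pluronic buffer / Reagent: FP-Rh activity-based fluorescent probe / Control set: S159A mutant high control, sample median low control / Detection: fluorescence polarization with parallel and perpendicular emission, 525/598 nm / Schedule: 45 min + 60 min at 25 °C / Compound dosing: 8.92 µM, single dose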
# PRMT1 inh: inhibitors of human PRMT1 | actives 1.3% (n = 370,000) | Q99873 | recombinant PRMT1, activity-based probe fluorescence polarization | AID 652257 | inhibition, % at 2.79 µM;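 active = inhibition above about 21% made by adding two undisclosed values, limit read from the data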
# Target sequence (Q99873 whole entry, looked up): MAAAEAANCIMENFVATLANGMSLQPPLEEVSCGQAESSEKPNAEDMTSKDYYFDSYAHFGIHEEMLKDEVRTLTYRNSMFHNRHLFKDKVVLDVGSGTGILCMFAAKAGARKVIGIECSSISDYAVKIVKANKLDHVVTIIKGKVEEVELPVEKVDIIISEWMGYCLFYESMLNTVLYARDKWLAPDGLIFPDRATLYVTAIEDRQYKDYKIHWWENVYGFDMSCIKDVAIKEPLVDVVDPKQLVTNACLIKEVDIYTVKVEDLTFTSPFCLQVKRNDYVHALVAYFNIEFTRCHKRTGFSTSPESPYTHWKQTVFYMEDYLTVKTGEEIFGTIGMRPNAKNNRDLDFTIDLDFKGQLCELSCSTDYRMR
# SIAE inh: blocks human sialic acid acetylesterase; Q9HAT2; SIAE FP-Rh probe binding, fluorescence polarization; inhibition, % at 9.66 µM; actives 0.69% (n = 370,000); AID 1053197;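 active = inhibition above a cutoff: mean of compounds within the control limits plus 3 SD of those, cut at about 17% in these data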;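 also: 0% = plate median of compound wells and 100% = probe without SIAE protein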
# The depositor's hits bear a star; x = no result given.
# Start of the data: the first 5 entries as a preview:
cpd	mol	LEDGF integ inh	HTRA1 inhibitor	PG9 binder	TDP2 inh	UHRF1 binding	DDE Tn7 FP inh	TCR CD3 inh	ABHD4 inh	PRMT1 inh	SIAE inh
1	CCOC(=O)C(C)Sc1ncnc2c1nnn2-c1ccc(F)cc1 (configuration not stated)	-0.8	-2.1	1.4	10.3	-2.0	4.4	-1.4	-2.6	-0.1	-2.5
2	CC(=O)Nc1ccc(NC(=O)C2CCN(C(=O)NC3CCCCC3)CC2)cc1	0.8	4.0	1.4	-14.0	3.9	8.8	-7.4	-7.7	2.3	-1.9
3	CCC1=NN2C(=N)/C(=C\c3ccc(SCc4ccco4)o3)C(=O)N=C2S1	50.1*	-95.3	-2.6	6.0	56.5*	-18.6	-30.7	-105.1	38.8*	-54.9
4	C=CCOC(=O)C1=C[C@@H](c2csc3ccccc23)C[C@@H](OCc2ccc(CO)cc2)O1	2.1	-51.8	-1.7	9.5	6.1	2.9	-2.4	-19.8	-1.2	2.0
5	Cc1cccc(C)c1NC(=O)C(c1ccnc2ccccc12)N1CCN(C)CC1 (configuration not stated)	-0.8	x	-0.8	2.0	-0.1	-6.2	5.3	-4.7	-1.1	1.4

# The list itself, from the first entry:
cpd	mol	LEDGF integ inh	HTRA1 inhibitor	PG9 binder	TDP2 inh	UHRF1 binding	DDE Tn7 FP inh	TCR CD3 inh	ABHD4 inh	PRMT1 inh	SIAE inh
1	CCOC(=O)C(C)Sc1ncnc2c1nnn2-c1ccc(F)cc1 (configuration not stated)	-0.8	-2.1	1.4	10.3	-2.0	4.4	-1.4	-2.6	-0.1	-2.5
2	CC(=O)Nc1ccc(NC(=O)C2CCN(C(=O)NC3CCCCC3)CC2)cc1	0.8	4.0	1.4	-14.0	3.9	8.8	-7.4	-7.7	2.3	-1.9
3	CCC1=NN2C(=N)/C(=C\c3ccc(SCc4ccco4)o3)C(=O)N=C2S1	50.1*	-95.3	-2.6	6.0	56.5*	-18.6	-30.7	-105.1	38.8*	-54.9
4	C=CCOC(=O)C1=C[C@@H](c2csc3ccccc23)C[C@@H](OCc2ccc(CO)cc2)O1	2.1	-51.8	-1.7	9.5	6.1	2.9	-2.4	-19.8	-1.2	2.0
5	Cc1cccc(C)c1NC(=O)C(c1ccnc2ccccc12)N1CCN(C)CC1 (configuration not stated)	-0.8	x	-0.8	2.0	-0.1	-6.2	5.3	-4.7	-1.1	1.4
6	COc1ccc(C2SCCN2C(=S)Nc2ccc(F)cc2)cc1 (configuration not stated)	0.0	3.4	-0.4	0.6	2.4	4.0	10.0	1.1	57.8*	1.8
7	Cc1ccc(NC(=O)CSCC#N)cc1	-2.1	-1.4	-1.3	8.6	-1.9	-3.6	-2.1	2.2	1.0	0.1
8	Nc1ccc2oc(=O)c3ccccc3c2c1	-2.5	3.9	0.4	-8.1	-7.6	0.0	6.5	-0.7	-2.0	0.1
9	COc1cc(CNCCN2CCOCC2)ccc1OCc1ccc(Cl)cc1Cl	3.3	1.4	-0.8	0.8	-2.5	3.7	-3.4	8.8	0.0	-0.6
10	CCCn1nnnc1SCC(=O)NCc1ccc2c(c1)OCO2	-3.1	2.5	-2.2	1.1	0.3	-7.4	0.8	-0.5	-0.2	3.1
11	COc1cccc2cc(CC(=O)c3cc(C)ccc3C)c(=O)oc12	-1.1	-14.3	-0.6	-9.4	3.3	-1.3	0.2	1.1	3.4	0.9
12	CN(C)C(=O)CCSc1nnc(-c2ccncc2)o1	4.6	3.1	1.9	-2.9	5.7	-0.1	1.4	0.2	-1.3	-6.6
13	COc1ccc(C2NS(=O)(=O)N=C2N)cc1 (configuration not stated)	4.2	2.1	1.4	-6.4	3.3	-13.6	-3.4	-1.0	-2.5	3.1
14	COC(=O)CN1C(=O)[C@H]2[C@@H](c3ccc(C)o3)N3C(=O)CN(CC4CC4)C(=O)[C@@]3(C)[C@H]2C1=O	-0.9	-10.2	-0.3	-4.0	4.3	-0.8	2.3	-1.3	8.8	2.1
15	O=S1(=O)CC(N2CCC(Cc3ccccc3)CC2)CN1Cc1ccccc1 (configuration not stated)	2.2	x	-1.0	-10.7	-0.8	-2.3	5.5	-0.1	-10.0	-5.5
16	Cc1ccc2c(c1)N(CC(=O)NCCCc1ccccc1)C(=O)c1cccnc1O2	1.0	-1.0	0.1	5.9	-0.3	2.1	3.5	-8.2	-3.4	-2.3
17	Cc1cc(C)n(-c2ccc(Cl)c(C(=O)OCC(N)=O)n2)n1	0.5	6.2	-2.0	-5.2	12.5	-5.8	3.5	2.0	2.0	-1.4
18	C[C@@H]1CN([C@@H](C)CO)C(=O)CCCn2nncc2CO[C@@H]1CN(C)C(=O)C1CCCCC1	-1.9	2.8	0.6	0.9	2.4	-0.4	1.6	4.8	0.4	7.2
19	C[C@H](c1ccccc1)N1C[C@H](COCc2ccccc2)Oc2cc(N3CCC[C@H]3CO)ccc2S1(=O)=O	-2.0	x	-1.6	-3.8	-1.3	2.9	-1.6	-12.8	-3.0	0.1
20	Cc1sc(NC(=O)c2ccccc2)c(C(=O)NC(C)C)c1C	-3.6	-1.9	-0.9	-2.1	-2.9	7.6	1.3	0.4	-1.0	2.1
21	CCC[C@@H](/C=C/C(=O)OC(C)(C)C)Sc1ccc(C(C)(C)C)cc1	-0.3	x	x	2.8	3.3	2.0	x	1.4	-3.9	4.4
22	COc1ccc(N2CCN(S(=O)(=O)c3ccc4oc(=O)ccc4c3)CC2)cc1	-1.2	4.3	1.1	-2.4	2.5	1.0	-7.9	-2.4	-1.6	1.3
23	Cc1ccc(S(=O)(=O)CNC(=S)c2cccc(Cl)c2)cc1	0.6	-5.0	-1.5	-16.3	1.3	2.4	7.1	-13.6	8.1	0.4
24	CCN(Cc1nc2ccccc2c(=O)[nH]1)C(=O)c1cccc(S(=O)(=O)N2CCc3ccccc32)c1	-1.4	-10.2	0.5	-1.4	0.8	-4.2	-0.1	4.1	5.5	0.4
25	CCOC(=O)C1CCCN(C(=O)C2CCN(S(=O)(=O)c3cnc[nH]3)CC2)C1 (configuration not stated)	1.7	2.1	-2.0	-1.9	-0.3	-3.2	4.0	-2.4	-2.6	-4.3
26	O=c1cc(O)n(C2CCCCCC2)c(=O)[nH]1	-0.8	-3.7	0.3	-6.2	-3.5	-1.4	-6.6	10.5	24.1*	3.2
27	O=C(NC(=S)Nc1nc(-c2ccc([N+](=O)[O-])cc2)cs1)c1ccco1	0.6	-7.5	-2.1	6.0	-0.8	-6.0	-0.5	3.6	-2.0	-8.3
28	CC1CCc2[nH]c3ccc(C(=O)NCCCOC(C)C)cc3c2C1 (configuration not stated)	3.2	-3.2	2.3	3.4	-0.8	-14.4	5.9	-1.2	-0.1	2.3
29	O=c1[nH][nH]cc1C=Nc1ccc(Cl)cc1	2.0	1.7	-1.9	4.1	-1.8	2.6	4.9	-4.1	-2.8	4.3
30	COc1ccc2nc(SC(C)C(=O)NC3(C#N)CCCCC3)[nH]c2c1 (configuration not stated)	1.7	-3.7	-1.9	5.1	-0.4	7.4	-7.0	-1.9	-0.1	7.0
31	O=C(N/N=C/c1cccnc1)c1ccc2c(c1)OCCO2	-4.8	7.3	-1.3	-5.3	-1.8	11.7	4.2	3.2	-1.0	-7.2
32	Cc1ccc(S(=O)(=O)N2CCCCC2)cc1NC(=O)COC(=O)Cc1cccc2ccccc12	-0.3	-30.7	0.2	-3.5	-3.2	6.5	2.0	-6.6	1.1	-31.6
33	CC1(C)CCc2nc(SCc3ccccc3)c(C#N)cc2C1	-2.5	-10.8	-1.0	13.2	-2.0	-1.0	1.7	0.3	0.7	2.1
34	C/C(CCC1CC(C)OC1=O)=N\NC(N)=S (configuration not stated)	-3.4	1.4	0.5	9.7	-1.9	-4.7	-7.9	1.8	2.1	1.9
35	CSc1ccc(/C=C(\C#N)C(=O)NC2CCCCC2)cc1	1.6	-1.0	-1.8	-4.7	-2.6	-5.8	3.5	4.7	-0.1	-6.3
36	Cc1ccc(NC(=O)c2ccc3c(c2)NC(=O)CS3)nc1	0.0	0.0	-0.2	5.5	-1.4	5.2	-4.5	-1.7	5.1	6.7
37	CC(C)c1ccc2nc(SCC(=O)NCC3CCCO3)c(C#N)cc2c1 (configuration not stated)	-0.6	-5.6	0.9	17.6	-2.6	-1.4	-1.0	-2.6	-2.5	1.5
38	O=C(COC(=O)Cc1ccc(F)cc1)NCc1ccco1	-0.4	-4.9	0.0	-5.2	4.5	6.1	-8.1	3.6	4.3	-0.8
39	NS(=O)(=O)c1cc(C(=O)OCC(=O)NC2CCCCCCC2)ccc1Cl	1.1	0.0	0.9	20.5	-2.8	11.9	3.5	-1.7	-3.1	0.6
40	COc1ccc(COc2cccnc2N)cc1	1.5	5.2	-2.7	-1.3	-1.4	2.8	2.3	3.3	-0.3	3.9
41	CC(C)Cn1nc(NC(=O)c2ccco2)c2cc3ccccc3nc21	5.0	-21.1	-3.6	-3.3	-0.6	-7.8	-1.4	-9.1	-4.8	-2.0
42	CS(=O)(=O)c1ccc(Cl)c(NC(=O)Cc2ccsc2)c1	-1.1	4.3	-0.6	0.7	2.7	-1.8	1.8	6.2	4.3	0.5
43	Cc1nn(C)c(C)c1S(=O)(=O)Nc1ccc2c(c1)OCO2	-0.2	4.0	-1.7	-0.7	-2.5	-1.2	-5.2	10.1	1.1	11.1
44	Cc1ccc(-n2nc3ccc(N)cc3n2)cc1Cl	-1.3	4.5	4.5	14.8	-1.2	6.6	-3.1	2.4	4.6	-0.3
45	COc1ccc(S(=O)(=O)Nc2cccc3c2O[C@H](CN(C)Cc2ccc(Oc4ccccc4)cc2)[C@@H](C)CN([C@H](C)CO)C3=O)cc1	2.2	-44.3	-1.3	5.6	-0.7	0.7	2.1	-16.8	1.2	-2.2
46	COc1ccc2cc(C(=O)C3CCCN(C(=O)c4cnn(C(C)C)c4)C3)ccc2c1 (configuration not stated)	-0.4	-4.9	-0.7	7.8	-1.3	-2.0	6.6	1.8	-3.3	10.7
47	CC(C)(C)S(=O)(=O)N1C[C@H]2C(=CC[C@@H]3C(=O)N(c4ccccc4)C(=O)[C@@H]32)[C@H]1CCO	7.2	6.4	2.2	3.7	5.4	-4.3	0.5	5.5	0.1	0.7
48	Cc1csc(=O)n1CC(=O)OCC(=O)NC(C)c1ccc(F)cc1 (configuration not stated)	-1.6	4.8	2.7	3.0	8.7	0.3	-2.7	0.3	5.8	18.6*
49	O=C(COc1ccc(/C=N/NC(=O)CSCc2ccc([N+](=O)[O-])cc2)cc1)NCc1ccco1	-3.5	1.0	-0.4	-1.5	-1.2	6.6	-6.7	2.0	0.8	0.2
50	CCc1cc(=O)[nH]c(SCC(=O)Nc2cc(C)on2)n1	-2.9	4.2	-1.0	9.0	2.3	-3.5	2.0	-3.1	1.0	1.3

# Screening data (PubChem)
